ER stress surv: protection against thapsigargin ER stress killing – CSM14.1 cells, ATP luminescence, primary screen; 0.33% of 48,000 active; CSM14.1 thapsigargin ER stress survival; relative survival (cellular ATP), % at 15 µg/mL (by protocol); AID 1010, 2008;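 active = survival measured by cellular ATP above 50% at 15 µg/ml in the first screen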;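 also: cell death triggered by about 15 µM thapsigargin; ATP read 24 h after thapsigargin was added; plate controls were thapsigargin with DMSO for no effect and DMSO without thapsigargin for full effect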
* marks the source's active call; other numbers are inactive results; & = joins results of further samples.

SMILES	ER stress surv
CC(C)(NO)C(=O)c1ccc(F)cc1	1.2
CCc1ccccc1N1C(=O)NC(=O)/C(=C\c2cc(C)n(C)c2C)C1=O	0.3
C=CCN1C(=O)NC(=O)/C(=C/c2c3ccccc3cc3ccccc23)C1=O	9.4
CN1CCN(c2ccc([N+](=O)[O-])c(N3CCCCC3)c2)CC1	-2.5
O=C(Cc1ccccc1)N1CCN(C2CCN(Cc3ccccc3)CC2)CC1	-6.0
CCC1(c2ccccc2)C(=O)NC(=O)N(C(=O)c2ccccc2Cl)C1=O (stereo not drawn)	5.1
O=c1c2ccccc2nc(/C=C/c2ccc(O)c(O)c2)n1-c1ccccc1	1.5
CC1CN(c2ccc([N+](=O)[O-])c(NCCO)c2)CCN1 (stereo not drawn)	0.8
COc1ccc(Br)cc1CN1CCN(C(=O)COc2ccc(Cl)cc2)CC1	23.5
Fc1ccc(CN2CCN(Cc3cccc(Br)c3)CC2)cc1	-6.2
CC(C)c1cccc(C(C)C)c1OCCN1CCCCC1	-20.6
CN1CCN(c2c(Cl)cccc2[N+](=O)[O-])CC1	-0.9
O=C(/C=C/c1ccc(N2N=N2)cc1)/C=C/c1ccc(N2N=N2)cc1	-7.3
O=C(c1ccccc1)c1cc(Cl)ccc1NC(=O)C1COc2ccccc2O1 (stereo not drawn)	1.2
COc1cccc(CCNCc2c(F)cccc2F)c1	-2.7

Looked up above.
For ER stress surv, CC1CN(c2ccc([N+](=O)[O-])c(NCCO)c2)CCN1 (stereo not drawn) reads 0.8
For ER stress surv, CN1CCN(c2ccc([N+](=O)[O-])c(N3CCCCC3)c2)CC1 reads -2.5
For ER stress surv, O=C(/C=C/c1ccc(N2N=N2)cc1)/C=C/c1ccc(N2N=N2)cc1 reads -7.3
For ER stress surv, Fc1ccc(CN2CCN(Cc3cccc(Br)c3)CC2)cc1 reads -6.2

Four of the compounds above, field by field:
CC(C)(NO)C(=O)c1ccc(F)cc1
  ER stress surv = 1.2

CCc1ccccc1N1C(=O)NC(=O)/C(=C\c2cc(C)n(C)c2C)C1=O
  ER stress surv = 0.3

C=CCN1C(=O)NC(=O)/C(=C/c2c3ccccc3cc3ccccc23)C1=O
  ER stress surv = 9.4

CN1CCN(c2ccc([N+](=O)[O-])c(N3CCCCC3)c2)CC1
  ER stress surv = -2.5

The list continues.
SMILES	ER stress surv
COC(=O)c1[nH]cnc1C(=O)Nc1ccc(Cl)cc1C(=O)c1ccccc1	-0.3&10.2
COc1ccc(CN2CCN(Cc3ccc(F)cc3)CC2)cc1	-1.9
CC12CCC3C(CC=C4CC(O)CCC43C)C1C/C(=C\c1ccc(OC(F)F)cc1)C2=O (stereo not drawn)	-2.1
CCOP(=S)(OCC)SCC(=O)NC(C)(CC)C(=O)O (stereo not drawn)	6.6
CC(C)Oc1ccccc1C=C1C(=O)NC(=O)NC1=O	1.1
Cc1ccc(NC(=O)c2nc[nH]c2C(=O)Nc2ccc(Br)cc2C(=O)c2ccccc2)cc1	8.1
COc1ccc(C=C(C#N)C#N)cc1O	-4.6
Cc1ccc(C)n1-c1ccc(N2CCNCC2)c([N+](=O)[O-])c1	-1.8
CCN(CC)S(=O)(=O)c1ccc(C(=O)Nc2ccc([N+](=O)[O-])cc2C(=O)c2ccccc2)cc1	2.5

Fetched one by one from above:
SMILES	ER stress surv
COc1ccc(C=C(C#N)C#N)cc1O	-4.6
CC(C)Oc1ccccc1C=C1C(=O)NC(=O)NC1=O	1.1

This is a subset (hit frequency here may not be typical).
